S1P4 antag – blocks the human S1P4 receptor | AID 1510 | S1P4-expressing cells, antagonist mode, reporter read-out | 0.26% of 220,000 active | inhibition, % at 4.98 µM; in the data active means inhibition above about 29%;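 further: 0% = wells stimulated with agonist and 100% = vehicle wells without agonist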
Target sequence (O95977 whole entry, looked up): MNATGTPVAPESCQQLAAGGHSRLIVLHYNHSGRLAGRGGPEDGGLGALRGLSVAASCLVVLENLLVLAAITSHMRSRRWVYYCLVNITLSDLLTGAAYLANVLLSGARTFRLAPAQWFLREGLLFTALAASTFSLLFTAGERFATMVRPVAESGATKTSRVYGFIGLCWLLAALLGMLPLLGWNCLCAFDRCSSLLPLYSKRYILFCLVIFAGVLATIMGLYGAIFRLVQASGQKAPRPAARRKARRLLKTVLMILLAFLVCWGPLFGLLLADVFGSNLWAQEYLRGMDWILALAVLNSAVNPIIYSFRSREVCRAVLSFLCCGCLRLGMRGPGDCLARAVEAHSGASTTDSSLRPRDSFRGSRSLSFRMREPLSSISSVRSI
PERK inh – blocks human PERK kinase; Q9NZJ5; CHO PERK-DD fusion, SEAP luminescence translation reporter; 0.17% of 220,000 active; inhibition, % at 5.6 µM;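 active means inhibition above the mean inhibition of all tested compounds plus 3 SD, set separately per screening campaign, cut at about 2.9% in these data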;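 further: PERK kinase domain activated by AP20187 dimerizer at 100 nM; 0% = DMSO with dimerizer and 100% = rapamycin at 8.4 µM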
NPY-Y2 PAM-ag – potentiators or agonists of human neuropeptide Y receptor Y2; 0.45% of 220,000 active; cells expressing NPY-Y2, potentiator/agonist read-out; activation, % at 3.6 µM; P49146; in the data active means activation above about 27%;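 further: cells stimulated with NPY near EC25 plus isoproterenol at EC100; 0% = vehicle plus submaximal agonist and 100% = vehicle plus saturating agonist; some results beyond the cut were filed as inactive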
Wee1 degr inh – inhibitors of human Wee1 degradation. HeLa Luc-Wee1K328M stability, luciferase luminescence; 100% = proteasome inhibitor MG132 effect. 1.2% of 220,000 active. P30291. reporter increase, % at 5 µM;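 active means activation above the mean of all tested compounds plus 3 SD, set per screening run, cut at about 8.8% in these data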;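 further: cells exposed to compound for 20 h before luminescence read; 0% = DMSO alone and 100% = MG132 at 30 µM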
Target sequence (P30291 whole entry K328M): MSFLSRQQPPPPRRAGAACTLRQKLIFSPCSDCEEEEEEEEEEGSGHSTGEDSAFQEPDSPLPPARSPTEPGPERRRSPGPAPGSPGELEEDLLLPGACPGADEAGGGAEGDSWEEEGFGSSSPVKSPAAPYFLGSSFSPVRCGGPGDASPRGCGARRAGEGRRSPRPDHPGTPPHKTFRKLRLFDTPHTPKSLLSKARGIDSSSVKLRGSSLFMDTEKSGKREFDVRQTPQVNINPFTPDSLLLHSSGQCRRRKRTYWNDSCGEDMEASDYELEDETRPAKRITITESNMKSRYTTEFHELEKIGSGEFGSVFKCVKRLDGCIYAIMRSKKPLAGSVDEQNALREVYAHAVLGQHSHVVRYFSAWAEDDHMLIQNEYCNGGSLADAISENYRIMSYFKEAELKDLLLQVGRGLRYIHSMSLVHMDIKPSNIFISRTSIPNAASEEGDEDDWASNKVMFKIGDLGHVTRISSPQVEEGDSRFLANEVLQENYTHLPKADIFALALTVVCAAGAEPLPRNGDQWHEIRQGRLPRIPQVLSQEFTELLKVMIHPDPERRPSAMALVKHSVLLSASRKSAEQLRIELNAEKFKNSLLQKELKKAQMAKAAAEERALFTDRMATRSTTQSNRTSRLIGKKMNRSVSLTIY
BaF3 tox – parental Ba/F3 viability inhibition as JAK2V617F counter-screen. CellTiter-Glo ATP luminescence. inhibition, % at 5.6 µM. 1.1% of 220,000 active. AID 1486;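 active means inhibition above a per-campaign cutoff, the mean inhibition of all tested compounds plus 3 SD, cut at about 27% in these data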;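 further: 0% = DMSO wells and 100% = JAK Inhibitor I control wells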
Mdm2 ligase inh – blocks human Mdm2 ubiquitin ligase activity | Q00987 | cell-based MDM2 ubiquitination luciferase reporter, 2 h; 0 = plate control, 100 = twice control, blank-subtracted | signal enhancement, % at 5 µM | 0.11% of 210,000 active | AID 1230;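 active means signal enhancement of 30% or more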;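 further: luminescence tracks abundance of the self-degrading MDM2-luciferase fusion protein; higher signal means inhibition of MDM2 E3 ligase activity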
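system = mammalian cells stably expressing self-ubiquitinating, self-degrading MDM2 E3–luciferase fusion | quantity = 2000 cells per well seeded | incubation = 4 h cell settling then 2 h compound exposure, 37 °C | signal = SteadyLite luminescence, 15 min reagent step | benchmarks = plate control and blank wells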
Ba/F3 V617F tox – lowers viability of Ba/F3 cells expressing EpoR and JAK2V617F. inhibition, % at 5.6 µM. 1.1% of 220,000 active. ATP luminescence. AID 1446;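 active means inhibition above the campaign mean plus 3 SD over all tested compounds, cut at about 24% in these data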;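 further: cytokine-independent growth of Ba/F3 cells driven by EpoR plus mutant JAK2; 0% = DMSO-treated cells and 100% = JAK inhibitor I control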
eIF4E 4G PPI – inhibitors of eIF4E and eIF4G interaction in translation initiation; P63073+Q04637; TR-FRET eIF4E-eIF4GI(517-606) binding, 2 h; inhibition, % at 21.7 µM; 0.37% of 220,000 active;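 active means inhibition above about 30%, limit read from the data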;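 further: 0% = full FRET control wells and 100% = background wells lacking eIF4GI fragment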
S1P4 agonist – human S1P4 receptor agonism; O95977; S1P4-expressing cell line, agonist reporter assay; activation, % at 4.98 µM; 0.35% of 220,000 active; in the data active means activation above about 11%;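 further: 0% = DMSO vehicle and 100% = reference agonist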
An asterisk follows results filed as active; [ ] = dose if it differs, or a comment. This is a random part of the collection; overall some 4.1% were active at least once.

How did Cc1sc2ncn(CC(=O)NCCCC(=O)N3CCN(c4ccccn4)CC3)c(=O)c2c1C do in these assays?
S1P4 antag: -10; PERK inh: -0.8; NPY-Y2 PAM-ag: -15; Wee1 degr inh: -2; BaF3 tox: 4; Mdm2 ligase inh: -16; Ba/F3 V617F tox: -7; eIF4E 4G PPI: -8[fluorescence artefact?]; S1P4 agonist: -1.6

What do the screens show for `CCOC(=O)c1c(NC(C)=O)sc2c(OC)c(Br)ccc12`?
S1P4 antag: 3; PERK inh: 0.3; NPY-Y2 PAM-ag: 2; Wee1 degr inh: 4; BaF3 tox: 3; Mdm2 ligase inh: -13; Ba/F3 V617F tox: -3; eIF4E 4G PPI: 2; S1P4 agonist: -1.1

What do the screens show for `COCC1CCCCN1Cc1cn(-c2ccccc2)nc1-c1ccc2c(c1)OCO2` (stereo not drawn)?
S1P4 antag: -7; PERK inh: -0.6; NPY-Y2 PAM-ag: -5; Wee1 degr inh: 1; BaF3 tox: 2; Mdm2 ligase inh: 10; Ba/F3 V617F tox: -5; eIF4E 4G PPI: 3; S1P4 agonist: 2.6

Results for COc1ccccc1NC(=O)N1CCCC1C(=O)Nc1ccc2c(c1)OCO2 (stereo not drawn) ?
S1P4 antag: -14; PERK inh: -0.6; NPY-Y2 PAM-ag: -21; Wee1 degr inh: -2; BaF3 tox: -2; Mdm2 ligase inh: -10; Ba/F3 V617F tox: -4; eIF4E 4G PPI: 3[fluorescence artefact?]; S1P4 agonist: -1.4

What do the screens show for `CCOC(=O)CSc1nnc(CNC(=O)c2cccs2)n1-c1cc(C)ccc1C`?
S1P4 antag: 1; PERK inh: -0.5; NPY-Y2 PAM-ag: 9; Wee1 degr inh: 2; BaF3 tox: 5; Mdm2 ligase inh: -23; Ba/F3 V617F tox: 3; eIF4E 4G PPI: 0; S1P4 agonist: -1.0

How did COC(=O)N/N=C1/C/C(=N\NC(=O)OC)c2ccccc21 do in these assays?
S1P4 antag: -14; PERK inh: 1.1; NPY-Y2 PAM-ag: 12; Wee1 degr inh: -1; BaF3 tox: 7; Mdm2 ligase inh: 3; Ba/F3 V617F tox: 2; eIF4E 4G PPI: -1; S1P4 agonist: 0.7

Results for NC(=S)N/N=C/c1cn(-c2ccccc2)nc1-c1cccnc1 ?
S1P4 antag: -13; PERK inh: 0.3; NPY-Y2 PAM-ag: -14; Wee1 degr inh: 2; BaF3 tox: 7; Mdm2 ligase inh: -13; Ba/F3 V617F tox: 10; eIF4E 4G PPI: -8; S1P4 agonist: 0.1

How did O=C(O)c1sc2cc(C(F)(F)F)cnc2c1-c1cccs1 do in these assays?
S1P4 antag: -24; PERK inh: 1.6; NPY-Y2 PAM-ag: -6; Wee1 degr inh: 0; BaF3 tox: 0; Mdm2 ligase inh: -5; Ba/F3 V617F tox: -2; eIF4E 4G PPI: 1; S1P4 agonist: 4.8

Results for CCOC(=O)C1CCN(C(C(=O)NC2CCCCC2)c2ccc(OC)cc2)CC1 (stereo not drawn) ?
S1P4 antag: -20; PERK inh: 0.0; NPY-Y2 PAM-ag: 4; Wee1 degr inh: 3; BaF3 tox: 7; Mdm2 ligase inh: -5; Ba/F3 V617F tox: 1; eIF4E 4G PPI: -7[fluorescence artefact?]; S1P4 agonist: 1.3

Results for Oc1ccccc1N=Cc1sc2ccccc2c1Cl ?
S1P4 antag: -10; PERK inh: 0.6; NPY-Y2 PAM-ag: 5; Wee1 degr inh: 0; BaF3 tox: 6; Mdm2 ligase inh: -10; Ba/F3 V617F tox: -1; eIF4E 4G PPI: -2; S1P4 agonist: 1.9

How did COc1ccc(CS(=O)/C(Cl)=C(/Cl)C(=O)Nc2ccc(OC)nc2)cc1 (stereo not drawn) do in these assays?
S1P4 antag: 96*; PERK inh: 0.1; NPY-Y2 PAM-ag: -1; Wee1 degr inh: 17*; BaF3 tox: 104*; Mdm2 ligase inh: 54*; Ba/F3 V617F tox: 101*; eIF4E 4G PPI: -3; S1P4 agonist: 0.6

How did Nc1nccc(-c2ccc(-n3cccc3)cc2)n1 do in these assays?
S1P4 antag: 7; PERK inh: 0.6; NPY-Y2 PAM-ag: 11; Wee1 degr inh: -2; BaF3 tox: 0; Mdm2 ligase inh: -2; Ba/F3 V617F tox: 2; eIF4E 4G PPI: 3; S1P4 agonist: 1.5

How did CS/C(N)=N/N=C/c1cc(Br)cc(Br)c1O do in these assays?
S1P4 antag: 3; PERK inh: 1.4; NPY-Y2 PAM-ag: 16; Wee1 degr inh: 1; BaF3 tox: -2; Mdm2 ligase inh: -2; Ba/F3 V617F tox: 0; eIF4E 4G PPI: 2; S1P4 agonist: 1.5

Results for Cc1cccc(C)c1NC(=O)CSc1ccc([N+](=O)[O-])cn1 ?
S1P4 antag: -18; PERK inh: -0.2; NPY-Y2 PAM-ag: -4; Wee1 degr inh: 1; BaF3 tox: -1; Mdm2 ligase inh: -13; Ba/F3 V617F tox: -4; eIF4E 4G PPI: -1; S1P4 agonist: 0.6

What do the screens show for `CC(C)NC(=O)Cn1c(SCC(=O)N2CCCCCC2)nc2ccccc21`?
S1P4 antag: 8; PERK inh: -1.4; NPY-Y2 PAM-ag: -14; Wee1 degr inh: -3; BaF3 tox: 2; Mdm2 ligase inh: 7; Ba/F3 V617F tox: 3; eIF4E 4G PPI: 1; S1P4 agonist: -2.3

As a working copy, part of the list above.
How did Cc1sc2ncn(CC(=O)NCCCC(=O)N3CCN(c4ccccn4)CC3)c(=O)c2c1C do in these assays?
S1P4 antag: -10; PERK inh: -0.8; NPY-Y2 PAM-ag: -15; Wee1 degr inh: -2; BaF3 tox: 4; Mdm2 ligase inh: -16; Ba/F3 V617F tox: -7; eIF4E 4G PPI: -8[fluorescence artefact?]; S1P4 agonist: -1.6

What do the screens show for `CCOC(=O)c1c(NC(C)=O)sc2c(OC)c(Br)ccc12`?
S1P4 antag: 3; PERK inh: 0.3; NPY-Y2 PAM-ag: 2; Wee1 degr inh: 4; BaF3 tox: 3; Mdm2 ligase inh: -13; Ba/F3 V617F tox: -3; eIF4E 4G PPI: 2; S1P4 agonist: -1.1

What do the screens show for `COCC1CCCCN1Cc1cn(-c2ccccc2)nc1-c1ccc2c(c1)OCO2` (stereo not drawn)?
S1P4 antag: -7; PERK inh: -0.6; NPY-Y2 PAM-ag: -5; Wee1 degr inh: 1; BaF3 tox: 2; Mdm2 ligase inh: 10; Ba/F3 V617F tox: -5; eIF4E 4G PPI: 3; S1P4 agonist: 2.6

Results for COc1ccccc1NC(=O)N1CCCC1C(=O)Nc1ccc2c(c1)OCO2 (stereo not drawn) ?
S1P4 antag: -14; PERK inh: -0.6; NPY-Y2 PAM-ag: -21; Wee1 degr inh: -2; BaF3 tox: -2; Mdm2 ligase inh: -10; Ba/F3 V617F tox: -4; eIF4E 4G PPI: 3[fluorescence artefact?]; S1P4 agonist: -1.4

The list continues.
Results for CCN(Cc1ccncc1)Cc1cn[nH]c1-c1ccc(OC)cc1F ?
S1P4 antag: -16; PERK inh: -0.1; NPY-Y2 PAM-ag: -11; Wee1 degr inh: 2; BaF3 tox: 6; Mdm2 ligase inh: -15; Ba/F3 V617F tox: -1; eIF4E 4G PPI: -2; S1P4 agonist: 2.1

What do the screens show for `CCC(Sc1nc2ccccc2s1)C(=O)Nc1nnc(C)s1` (stereo not drawn)?
S1P4 antag: -3; PERK inh: 1.1; NPY-Y2 PAM-ag: -9; Wee1 degr inh: -1; BaF3 tox: 4; Mdm2 ligase inh: 11; Ba/F3 V617F tox: 5; eIF4E 4G PPI: 7; S1P4 agonist: -2.1

What do the screens show for `COc1ccc(C2=[N+]([O-])C(C)(C)N(O)C2C)cc1` (stereo not drawn)?
S1P4 antag: -23; PERK inh: 1.2; NPY-Y2 PAM-ag: 7; Wee1 degr inh: -3; BaF3 tox: 0; Mdm2 ligase inh: -4; Ba/F3 V617F tox: -3; eIF4E 4G PPI: 2; S1P4 agonist: 0.6

What do the screens show for `Cc1ccc(NC(=O)NC2C(NC(=O)Nc3ccc(C)cc3)N(C)C(=O)N2C)cc1` (stereo not drawn)?
S1P4 antag: -5; PERK inh: 0.3; NPY-Y2 PAM-ag: -6; Wee1 degr inh: -1; BaF3 tox: 2; Mdm2 ligase inh: -4; Ba/F3 V617F tox: 0; eIF4E 4G PPI: 2; S1P4 agonist: -1.8

Results for COc1cccc(NC(=S)N2CCN(C/C=C/c3ccccc3)CC2)c1 ?
S1P4 antag: -7; PERK inh: -0.3; NPY-Y2 PAM-ag: 9; Wee1 degr inh: 0; BaF3 tox: 10; Mdm2 ligase inh: -2; Ba/F3 V617F tox: 2; eIF4E 4G PPI: 2; S1P4 agonist: -0.1

How did c1ccc(-n2cnnc2SCc2cn3ccccc3n2)cc1 do in these assays?
S1P4 antag: -11; PERK inh: -0.5; NPY-Y2 PAM-ag: 1; Wee1 degr inh: 0; BaF3 tox: 8; Mdm2 ligase inh: -14; Ba/F3 V617F tox: 0; eIF4E 4G PPI: -2[fluorescence artefact?]; S1P4 agonist: 0.8

Results for CCCCCCN1C2=NCCCN2c2ccccc21 ?
S1P4 antag: -16; PERK inh: -1.4; NPY-Y2 PAM-ag: -29; Wee1 degr inh: 1; BaF3 tox: 2; Mdm2 ligase inh: -14; Ba/F3 V617F tox: -1; eIF4E 4G PPI: -4; S1P4 agonist: 0.4

Results for CCCNC(=S)NCCN1CCCCC1 ?
S1P4 antag: -3; PERK inh: 0.5; NPY-Y2 PAM-ag: -4; Wee1 degr inh: -2; BaF3 tox: 0; Mdm2 ligase inh: -3; Ba/F3 V617F tox: 0; eIF4E 4G PPI: 10[fluorescence artefact?]; S1P4 agonist: -2.4

Results for CC(C)(C)C(=O)Nc1ccnc(-c2cccnc2)n1 ?
S1P4 antag: -12; PERK inh: -0.2; NPY-Y2 PAM-ag: 9; Wee1 degr inh: 3; BaF3 tox: 4; Mdm2 ligase inh: 13; Ba/F3 V617F tox: 4; eIF4E 4G PPI: -2; S1P4 agonist: -2.9

What do the screens show for `Cc1cccc(CSc2ncnc3ccccc23)c1`?
S1P4 antag: -5; PERK inh: -0.1; NPY-Y2 PAM-ag: -2; Wee1 degr inh: -3; BaF3 tox: 1; Mdm2 ligase inh: -11; Ba/F3 V617F tox: -5; eIF4E 4G PPI: 0; S1P4 agonist: 1.7

Results for CCOCCCNC(=O)C(c1ccc(C)cc1)N(Cc1cccs1)C(=O)CNC(C)=O (stereo not drawn) ?
S1P4 antag: -6; PERK inh: 0.7; NPY-Y2 PAM-ag: 1; Wee1 degr inh: 1; BaF3 tox: 7; Mdm2 ligase inh: -7; Ba/F3 V617F tox: 1; eIF4E 4G PPI: -6; S1P4 agonist: 2.1

What do the screens show for `COC(=O)c1ccccc1Oc1ccc(NC(=O)C(C)(C)CCl)cc1`?
S1P4 antag: -4; PERK inh: 0.9; NPY-Y2 PAM-ag: 3; Wee1 degr inh: -3; BaF3 tox: -1; Mdm2 ligase inh: -4; Ba/F3 V617F tox: -2; eIF4E 4G PPI: 3; S1P4 agonist: -0.4

What do the screens show for `COC(=O)c1ccc(-c2ccc(Cl)cc2)nc1C`?
S1P4 antag: -5; PERK inh: 1.0; NPY-Y2 PAM-ag: -5; Wee1 degr inh: 9; BaF3 tox: 2; Mdm2 ligase inh: -21; Ba/F3 V617F tox: 1; eIF4E 4G PPI: 1; S1P4 agonist: -1.1
